High-throughput results deposited in PubChem by several laboratories.
PG9 binder – PG9 antibody binding by small molecule | 360,000 compounds, 0.43% hits | inhibition, % at 6.7 µM | TR-FRET gp120-PG9 antibody binding; in the data active = inhibition above about 8.5%
ssDAF12 agonist – S. stercoralis DAF-12 activation, primary screen; activation, % at 6.8 µM; 370,000 compounds, 1% hits; HEK293 ssDAF-12/GRIP1 lit1-tk-luc reporter, luminescence; % of 3 µM dafachronic acid response;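 active = activation above the mean over all tested compounds plus 3 SD, cut at about 0.9% in these data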;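 note: 0% = DMSO-only wells and 100% = 3 µM delta7-dafachronic acid wells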
SMARCA2 act – SMARCA2 function activation, primary screen; MG213 cells, MMTV-luciferase reporter, dexamethasone, overnight; activation, % at 9.1 µM; 370,000 compounds, 1% hits; in the data active = activation above about 7.8%;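 note: 0% = vehicle wells and 100% = reference activator wells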
PLCb3 inh – blocks human PLC-beta3 enzyme activity; AID 720704; Q01970; 370,000 compounds, 0.18% hits; Purified PLC-beta3, fluorogenic substrate, fluorescence; inhibition, % at 12.2 µM; in the data active = inhibition above about 11%;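 note: 0% = median of compound wells on plate and 100% = full blocker control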
Target sequence (Q01970 whole entry, looked up): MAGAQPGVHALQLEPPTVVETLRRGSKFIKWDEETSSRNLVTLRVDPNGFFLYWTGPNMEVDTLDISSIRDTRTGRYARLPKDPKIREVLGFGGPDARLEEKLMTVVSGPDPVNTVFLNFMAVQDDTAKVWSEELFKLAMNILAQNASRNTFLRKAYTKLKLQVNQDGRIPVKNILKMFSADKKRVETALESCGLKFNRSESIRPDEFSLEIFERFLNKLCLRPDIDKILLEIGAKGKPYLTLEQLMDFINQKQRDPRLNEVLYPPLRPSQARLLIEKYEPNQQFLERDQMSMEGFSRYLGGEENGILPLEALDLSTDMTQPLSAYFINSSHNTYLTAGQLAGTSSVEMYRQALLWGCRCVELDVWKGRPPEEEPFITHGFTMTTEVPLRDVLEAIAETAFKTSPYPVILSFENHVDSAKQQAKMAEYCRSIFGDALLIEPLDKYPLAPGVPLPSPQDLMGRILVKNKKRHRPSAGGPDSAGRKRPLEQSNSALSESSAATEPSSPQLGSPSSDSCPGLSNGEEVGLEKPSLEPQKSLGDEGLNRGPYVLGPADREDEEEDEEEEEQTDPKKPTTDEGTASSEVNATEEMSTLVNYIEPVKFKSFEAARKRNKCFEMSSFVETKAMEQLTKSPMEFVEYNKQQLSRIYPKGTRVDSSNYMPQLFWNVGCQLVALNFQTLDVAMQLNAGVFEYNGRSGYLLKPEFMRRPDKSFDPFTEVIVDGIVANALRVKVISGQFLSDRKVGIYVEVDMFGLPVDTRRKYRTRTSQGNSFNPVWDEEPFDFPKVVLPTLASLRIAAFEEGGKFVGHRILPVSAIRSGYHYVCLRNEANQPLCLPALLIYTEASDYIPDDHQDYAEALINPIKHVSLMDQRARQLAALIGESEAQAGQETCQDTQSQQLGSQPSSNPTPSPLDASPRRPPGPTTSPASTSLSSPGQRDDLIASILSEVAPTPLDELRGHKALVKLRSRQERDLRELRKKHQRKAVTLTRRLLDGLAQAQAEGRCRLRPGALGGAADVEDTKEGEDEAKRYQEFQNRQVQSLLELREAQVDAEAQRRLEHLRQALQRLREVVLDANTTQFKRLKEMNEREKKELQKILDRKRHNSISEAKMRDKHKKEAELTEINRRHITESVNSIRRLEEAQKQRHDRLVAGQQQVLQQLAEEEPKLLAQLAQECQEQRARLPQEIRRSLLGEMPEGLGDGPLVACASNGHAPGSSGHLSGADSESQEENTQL
Rev-erbA mod – Rev-erb alpha (human) modulation. AID 1259318. Rev-erbα–FITC-DNA binding, fluorescence polarization, 90 min. 370,000 compounds, 0.79% hits. P20393. activity, % at 10 µM;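 active = activity above about 14%, limit read from the data; passing the limit was not always enough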;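 note: 0% = DMSO wells with 35 nM protein and 100% = DMSO wells with 750 nM protein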
DAX1 inh-1 – NR0B1 (DAX1) inhibition; 340,000 compounds, 0.99% hits; inhibition, % at 6.75 µM; HEK293 Gal4-DAX1 luciferase reporter, luminescence; P51843; AID 504766;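 active = inhibition above the mean over all tested compounds plus 3 SD, cut at about 4.2% in these data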;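 note: 0% = DAX1-transfected cells with DMSO and 100% = empty-vector control cells with DMSO; inhibition shows as a rise in luminescence from relieved DAX1 repression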
hcDAF12 agonist – activators of H. contortus DAF-12 nuclear receptor | activation, % at 6.8 µM | AID 652067 | HEK293 hcDAF-12 lit1-tk-luc reporter, luminescence; 0% DMSO, 100% Δ7-dafachronic acid | 370,000 compounds, 1.4% hits;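 active = activation above the mean of all tested compounds plus 3 SD, cut at about 5.5% in these data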;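 note: 100% = response to 3 µM Δ7-dafachronic acid high control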
sPLA2-III inh – Blocks human group III sPLA2 activity; AID 743126; 370,000 compounds, 0.56% hits; inhibition, % at 12.2 µM; QFRET BODIPY PC-A2 liposome hydrolysis, fluorescence;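 active = inhibition above mean plus 3 SD of compounds lying within the high and low control bounds, cut at about 19% in these data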;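 note: 0% = median of test compound wells and 100% = no enzyme DMSO wells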
hgDAF-12 ag – agonists of H. glycines DAF-12 nuclear receptor. HEK293 GAL4-hgDAF12 UAS-luciferase reporter, agonist luminescence; normalized to butyrate control. activation, % at 6.8 µM. 370,000 compounds, 1.8% hits;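 active = activation above a cutoff set at the mean of all screened compounds plus 3 SD, cut at about 10% in these data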;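 note: 0% = DMSO wells and 100% = sodium butyrate wells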
FXN GAA850 act – increases GAA850 frataxin promoter reporter activity. HEK293 lucGAA850 FXN promoter luciferase reporter, 24 h; percent of 10 µM SAHA response. AID 540364. 360,000 compounds, 0.56% hits. activation, % at 6 µM;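 active = activation above the average of all compounds screened plus 3 SD, cutoff fixed separately per campaign, cut at about 7.5% in these data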;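 note: 0% = DMSO wells and 100% = 10 µM SAHA wells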
DAX1 inh-2 – blocks DAX1 repression of SF-1 activated StAR promoter | HEK293T StAR-luciferase reporter, SF-1/DAX-1 repression relief | inhibition, % at 6.8 µM | 370,000 compounds, 1.1% hits | AID 652010;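 active = inhibition above the mean over all tested compounds plus 3 SD, cut at about 3.6% in these data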;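 note: 0% = DAX-1 cells with DMSO and 100% = cells lacking DAX-1 with DMSO; higher inhibition means more luminescence from relief of DAX-1 repression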
* hit, by the source's call; x = not tested or not shown.

SMILES | PG9 binder | ssDAF12 agonist | SMARCA2 act | PLCb3 inh | Rev-erbA mod | DAX1 inh-1 | hcDAF12 agonist | sPLA2-III inh | hgDAF-12 ag | FXN GAA850 act | DAX1 inh-2
Cc1ccc(NC(=O)Cc2nc(CCl)cs2)cc1 | 0.0 | -0.5 | -1 | -5 | 2 | 0.1 | 5.3 | -8 | 2.4 | 0.0 | 0.4
CC(NC(=O)CN1CCN(Cc2cccc(F)c2)CC1)c1ccccc1 (stereo not drawn) | -2.0 | -1.8 | 0 | -4 | 4 | 2.2 | -0.7 | -5 | -1.1 | -0.8 | 0.2
Fc1cccc(Cl)c1-c1nnc2ccc(C(F)(F)F)cn12 | 2.3 | -1.3 | -1 | -1 | 3 | 0.1 | 0.2 | 5 | 0.4 | -1.4 | -0.4
Cc1cc(N/N=C/c2ccccc2)nc(NCc2ccccc2)n1 | -1.9 | -1.4 | -2 | 1 | 6 | -0.9 | 1.2 | -8 | 0.9 | 2.8 | -1.1
Fc1ccc(-c2ccc(CNCc3ccccn3)o2)cc1Cl | 1.0 | -1.0 | -3 | -3 | 1 | 0.7 | 0.1 | 4 | -0.7 | 1.8 | -0.3
Cc1ccc(-c2nc3ccccc3c(=O)o2)cc1 | -0.5 | -0.5 | 3 | -5 | 7 | -0.1 | 5.5 | -6 | 6.4 | 5.3 | 1.5
O=C(O)c1cc(NC(=O)c2cccc(C(=O)Nc3cc(C(=O)O)cc(C(=O)O)c3)c2)cc(C(=O)O)c1 | -0.9 | -0.7 | -1 | -3 | -3 | 0.1 | 0.6 | 0 | 1.0 | -0.3 | -0.2
CC(C)[C@H](NC(=O)c1ccccc1)C(=O)OCC(=O)N1CCc2ccccc2C1 | 0.1 | -1.8 | 0 | 3 | -3 | -0.4 | 0.7 | -3 | -0.7 | -4.0 | -1.1
COc1ccc(CNC(=O)C(c2ccccc2F)N(C(=O)c2csnn2)C2CC2)cc1 (stereo not drawn) | -0.4 | -1.2 | 2 | -48 | 1 | -1.0 | -0.5 | 6 | -1.9 | -1.1 | -0.3
CC(C)(C)C1CCC(CN2CCC(CN3C(=O)C(=O)NC[C@@H]3Cc3ccccc3)CC2)CC1 (stereo partly drawn) | 0.4 | -1.1 | -2 | -1 | -4 | 0.8 | 1.2 | -4 | 0.4 | -0.8 | 1.4

Brought forward from above: seven entries, followed by the next part.
SMILES | PG9 binder | ssDAF12 agonist | SMARCA2 act | PLCb3 inh | Rev-erbA mod | DAX1 inh-1 | hcDAF12 agonist | sPLA2-III inh | hgDAF-12 ag | FXN GAA850 act | DAX1 inh-2
Cc1cc(N/N=C/c2ccccc2)nc(NCc2ccccc2)n1 | -1.9 | -1.4 | -2 | 1 | 6 | -0.9 | 1.2 | -8 | 0.9 | 2.8 | -1.1
Fc1ccc(-c2ccc(CNCc3ccccn3)o2)cc1Cl | 1.0 | -1.0 | -3 | -3 | 1 | 0.7 | 0.1 | 4 | -0.7 | 1.8 | -0.3
Cc1ccc(-c2nc3ccccc3c(=O)o2)cc1 | -0.5 | -0.5 | 3 | -5 | 7 | -0.1 | 5.5 | -6 | 6.4 | 5.3 | 1.5
O=C(O)c1cc(NC(=O)c2cccc(C(=O)Nc3cc(C(=O)O)cc(C(=O)O)c3)c2)cc(C(=O)O)c1 | -0.9 | -0.7 | -1 | -3 | -3 | 0.1 | 0.6 | 0 | 1.0 | -0.3 | -0.2
CC(C)[C@H](NC(=O)c1ccccc1)C(=O)OCC(=O)N1CCc2ccccc2C1 | 0.1 | -1.8 | 0 | 3 | -3 | -0.4 | 0.7 | -3 | -0.7 | -4.0 | -1.1
COc1ccc(CNC(=O)C(c2ccccc2F)N(C(=O)c2csnn2)C2CC2)cc1 (stereo not drawn) | -0.4 | -1.2 | 2 | -48 | 1 | -1.0 | -0.5 | 6 | -1.9 | -1.1 | -0.3
CC(C)(C)C1CCC(CN2CCC(CN3C(=O)C(=O)NC[C@@H]3Cc3ccccc3)CC2)CC1 (stereo partly drawn) | 0.4 | -1.1 | -2 | -1 | -4 | 0.8 | 1.2 | -4 | 0.4 | -0.8 | 1.4
C/C(=N\NC(=O)c1ccccc1F)c1ccccn1 | 1.0 | 0.1 | 8 | -7 | -2 | 1.8 | 3.3 | 8 | 11* | 5.3 | 6.1*
CCNc1nc(NCC)n2c(SCC(=O)c3ccccc3Cl)nnc2n1 | 0.2 | -2.1 | -3 | 0 | 3 | -0.6 | -1.0 | -29 | 4.0 | -1.0 | -0.1
CC(C)(C)NC(=O)CSc1nnc(-c2ccccn2)n1-c1ccccc1 | -0.1 | -1.0 | 1 | 4 | -3 | 4.4* | -1.5 | -4 | -2.2 | -2.2 | -0.2
COc1cccc(CN(C)CC(=O)NC(=O)NCc2ccccc2)c1 | 0.0 | -1.6 | 0 | -1 | 6 | -0.1 | -1.0 | 8 | -2.0 | 0.3 | -0.1
Cc1ccc(Cn2ncc3c(N4CCN(c5ccc(C)cc5)CC4)ncnc32)cc1 | 0.6 | -1.2 | -4 | 0 | -2 | -1.3 | 0.2 | 5 | -2.2 | 0.6 | -0.8
CCOC(=O)/C(C#N)=C1/C=C(C)NC(c2ccccc2O)=N1 | 24* | 0.5 | -3 | -65 | 1 | 0.2 | -0.1 | -12 | -2.2 | -1.9 | -0.9
O=S(=O)(/C=C/c1ccccc1)NCCc1ccccn1 | 0.2 | -1.5 | 0 | -1 | -5 | 0.2 | 0.8 | -3 | -0.4 | -1.0 | 0.0
Nc1ccc(S(=O)(=O)N2CCCC2C(=O)O)cc1 (stereo not drawn) | -2.6 | -1.3 | 1 | -6 | 1 | 1.0 | -0.2 | -6 | -0.3 | 0.8 | 0.5
Cc1cc2oc(=O)cc(CN3CCCCC3C)c2cc1C(C)C (stereo not drawn) | 0.6 | -0.7 | -1 | -35 | 8 | -1.3 | -1.2 | -6 | 1.5 | -0.3 | -0.1
Oc1ccc(/C=N/NC(=S)Nc2cccnc2)cc1O | -5.4 | -1.3 | 0 | -14 | -2 | -1.1 | -0.2 | 12 | -0.7 | 2.2 | 0.3
c1cc(Nc2ncnc3sccc23)cc(-c2nnc3n2CCCCC3)c1 | -2.2 | -1.5 | -4 | -10 | -5 | -1.3 | -2.3 | 5 | -2.0 | 3.1 | -0.1
COc1ccccc1N1CCN(CC(=O)N2N=CCC2c2ccccc2)CC1 (stereo not drawn) | -1.8 | -0.9 | 1 | 3 | 0 | -1.5 | 0.3 | -5 | -2.5 | 1.5 | -0.1
O=C(CC1C(=O)NCCN1Cc1ccc(-c2ccccc2)cc1)NCCCn1cccn1 (stereo not drawn) | 0.7 | -1.4 | 3 | -6 | -7 | -0.5 | -1.2 | -1 | -3.2 | 1.5 | -0.3
Cc1ccc(C(=O)Nc2ccon2)cc1S(=O)(=O)N1CCCC1 | -3.1 | -1.7 | 3 | 3 | 7 | -0.1 | -0.7 | 1 | 1.2 | 0.3 | 0.1
COc1ccc(Cl)cc1NC(=S)Nc1ccc(Cl)cn1 | 1.4 | -0.3 | -1 | -6 | 4 | 3.2 | 4.4 | 0 | 2.3 | 0.6 | 0.6
CCOC(=O)C1CCCN(C2CC(=O)N(c3ccccc3)C2=O)C1 (stereo not drawn) | -3.0 | -1.1 | -2 | 0 | -2 | -1.4 | -0.5 | 6 | 0.9 | 2.8 | -0.3
CC(C)CNC(=O)c1cccc2c1-c1ccccc1C2=O | -1.8 | -1.0 | -1 | -2 | 5 | 0.7 | 1.2 | -3 | 0.2 | -0.5 | 0.0
Cc1ccc(-c2ccc(/C=N/NC(=O)CN3CCCC3)o2)cc1Cl | -2.8 | -0.6 | 1 | -13 | 2 | 0.0 | 0.6 | -15 | 2.0 | 1.5 | -0.4
CSc1nc(Cl)cc(N(CCO)CCO)n1 | -0.4 | -0.8 | 2 | 2 | -2 | -0.7 | -0.8 | 7 | 1.8 | -1.1 | 0.2
CNC(=O)c1[nH]cnc1C(=O)Nc1cccc(OC)c1 | -2.7 | -0.8 | 5 | 2 | -2 | 0.2 | -1.0 | -9 | 1.3 | 3.3 | -0.3
COc1cc(SC)ccc1C(=O)N(C)Cc1ccccc1 | -1.5 | -2.1 | 2 | 2 | -1 | -0.6 | -2.1 | 1 | 0.5 | 0.4 | -0.5
Cc1sc2ncn(CC(=O)NCCCC(=O)N(C)Cc3ccccc3)c(=O)c2c1C | -2.0 | -1.3 | 1 | 2 | -6 | -1.6 | -0.4 | -1 | -1.2 | 0.2 | -0.1
CCCC(=O)NC(c1ccc(N(C)C)cc1)c1ccc2cccnc2c1O (stereo not drawn) | -2.6 | -0.9 | -3 | -9 | -3 | -6.3 | -4.4 | 23* | -10 | -9.5 | -1.9
CC(=O)c1cccc(NC(=O)COC(=O)C2=COCCO2)c1 | -0.9 | -1.7 | 0 | 3 | 3 | -0.7 | -0.4 | -6 | 1.9 | 1.8 | 0.4
CCc1nc2c(OCC(=O)c3ccc(Cl)cc3Cl)cccn2c1N(C)C(=O)c1ccncc1 | -0.4 | -1.1 | -1 | -10 | -4 | x | -2.7 | -37 | -0.3 | -1.2 | -1.0
CCOC(=O)CSc1nc2cc(C)ccc2cc1C#N | -0.5 | -0.2 | 4 | -14 | 3 | 2.4 | 1.7 | -5 | 11* | 1.1 | 2.6
CN(C)c1oc(-c2ccccc2Cl)nc1S(=O)(=O)c1ccccc1 | -0.2 | -1.2 | -4 | 8 | -7 | 0.4 | 0.8 | 4 | -1.1 | 1.9 | -0.4
COc1ccc(NCc2ccc3c(c2)OCO3)cc1Cl | 0.3 | -1.4 | -2 | 0 | x | 0.7 | -0.5 | 10 | 4.5 | 4.2 | -0.1
Cc1ccc(N2CC(C(=O)OCc3nc(N)nc(Nc4ccccc4C)n3)CC2=O)cc1 (stereo not drawn) | -3.8 | -1.2 | -4 | -8 | -5 | 0.3 | -1.3 | 1 | -1.5 | 0.0 | 1.9
COc1ccc2oc(C(=O)OCC(=O)NC3CCS(=O)(=O)C3)c(C)c2c1 (stereo not drawn) | -0.3 | -1.1 | 2 | -159 | 1 | 1.1 | -1.2 | -7 | -2.4 | 1.2 | -0.5
O=C(c1ccc(Cl)cc1)c1oc2ccccc2c1CS(=O)(=O)c1ccccc1 | 0.7 | -0.4 | 3 | 2 | 1 | 0.5 | 0.1 | -3 | 1.2 | 2.4 | 0.5
C/C(Cc1ccccc1)=N/NC(=O)CNC(=O)C(c1ccccc1)c1ccccc1 | 0.3 | -0.1 | -1 | -5 | -1 | 0.5 | 6.0* | -4 | 0.0 | -0.1 | 0.3
O=C(CSc1ncnc2[nH]ncc12)Nc1nc(-c2ccc(F)c(F)c2)cs1 | -2.5 | -3.4 | -4 | -9 | -4 | -4.2 | -4.1 | -31 | -0.1 | 1.3 | -4.4
Cc1cc(C)n2nc(SCN3C(=O)c4ccccc4C3=O)nc2n1 | -1.4 | -0.6 | 6 | 1 | -24 | 0.2 | -2.5 | 2 | 2.2 | 1.2 | -0.2
CCOC(=O)c1ccc2c(c1)nc(SCC(=O)c1ccco1)n2CC | -0.4 | -0.7 | 3 | 5 | -6 | -0.3 | -1.1 | -10 | 1.7 | 4.6 | 1.2
